Compound activity: PubChem, National Center for Advancing Translational Sciences (NCATS)
MBNL1 CUG block – blocks human MBNL1 binding to CUG repeat RNA; Q9NR56; TR-FRET MBNL1-His/biotin-(CUG)12 binding, 665/545 ratio; Potency, µM (doses to about 57.5 µM), for inactives: at the highest dose activity change, negative = inhibition, most hits filed as inhibitors; hit rate 0.036% among 280,000; active = well fitted inhibition curve with a large enough effect in the signal ratio, with a control signal flat, not every such curve was filed as active; inconclusive = small, poorly fitted or top-dose-only effect, or effect the other way, or a change in a side signal; inactive = no such curve, though single readings can be large or run the other way; the % refers to the signal ratio; note: % is set by controls: 0 for no effect and ±100 for the full control effect
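Inhibition of protein-RNA binding appears as loss of TR-FRET between terbium anti-His antibody on MBNL1-His and streptavidin-XL665 on biotin-(CUG)12. Activity is normalized to buffer-only and uninhibited-complex controls.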
VP16 counter – inhibits Gal4-VP16 luciferase reporter, ROR gamma counter-screen; AID 2546; hit rate 3.5% among 310,000; Drosophila S2 Gal4-VP16 UAS-luciferase, luminescence, 20 h; Potency, µM (titrated, usually from 53.6 µM), without a hit: top-dose activity, negative = inhibition, hits mostly inhibitors;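 note: Gal4-VP16 expression switched on by copper sulfate through the metallothionein promoter; % is set by controls: 0 for no effect and ±100 for the full control effect; nearly all actives have a fitted effect of over 50% in size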
Rab9 prom act – activates the Rab9 promoter | Huh7 Rab9 promoter-luciferase reporter, luminescence, 24 h | Potency, µM (titrated, usually from 9.22 µM), without a hit: top-dose activation, negative = inhibition, hits mostly activators | hit rate 2.8% among 320,000 | AID 485297; note: % of control where 0% means no effect; nearly all actives have a fitted effect of over 60% in size
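Cell-based reporter: Huh7 stable for Rab9 promoter-driven luciferase, plated in reduced-serum medium with 10% FBS at 1500 cells/well, compound-treated 24 h at 37 °C, luminescence read after 10 min reagent.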
uPA surface inh – cell surface uPA generation inhibition; cell surface uPA generation assay, qHTS; Potency, µM (doses to about 38.3 µM), without a hit: top-dose activity change, negative = inhibition, actives largely listed as inhibitors; hit rate 0.31% among 330,000; active = well fitted inhibition curve with a large enough effect; inconclusive = small, poorly fitted or top-dose-only effect; inactive = no such curve, though single readings can be large or run the other way; tested in mouse RAW 264.7 cells; note: % is set by controls: 0 for no effect and ±100 for the full control effect; nearly all actives have a fitted effect of over 55% in size
BRCA1 expr act – activators of BRCA1 expression; hit rate 1.1% among 380,000; Potency, µM (series often up to 46.1 µM), for the others: top-dose activation, actives largely listed as activators; MCF7-BRCA1-FFLuc reporter, luminescence, 48 h; response scale: scaled: vehicle 0%, 10 µM genistein 100%; AID 624202; note: nearly all actives have a fitted effect of over 80% in size; some results filed as inactive show a strong effect at the top dose
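First, MCF7-BRCA1-FFLuc cells (2000/well) attach for 2 h; next, compounds are pin-added and incubated 48 h at 37 °C; finally, luciferase reagent is added and luminescence read after 15 min.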
NPC1 promoter act – activators of NPC1 promoter; Huh7 NPC1 promoter luciferase reporter, 24 h; Potency, µM (doses to about 9.22 µM), inactives show top-dose activation, usual class: activators; hit rate 2.4% among 320,000;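 note: % of control where 0% means no effect; nearly all actives have a fitted effect of over 60% in size; reporter is driven by a mutant NPC1 promoter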
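Huh7 cells stably carrying NPC1 promoter–luciferase, plated in Opti-MEM with 10% FBS for 2 h, were exposed to compound in DMSO for 24 h at 37 °C; luciferase reagent was added for 10 min and luminescence read.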
p53 reactivation – re-activators of mutant p53 | Potency, µM (highest dose often 92.2 µM), for inactives: at the top dose activity change, positive = activation, actives largely listed as activators | hit rate 0.063% among 320,000 | H1299 p53-A138V BP100-luciferase reporter, luminescence, 24 h | AID 504706; note: % of control where 0% means no effect; nearly all actives have a fitted effect of over 45% in size
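H1299 (p53-null), stable ts p53-A138V + BP100-Luc; 1000 cells/well, Opti-MEM/10% FBS; cpd 4 pt, 1:5; 24 h, 37 deg C, 5% CO2; detection reagent 10 min RT; luminescence.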
MLL CXXC-DNA inh – blocks binding of human MLL CXXC domain to DNA; Q03164; MLL-CXXC / FITC-HOXA9 DNA fluorescence polarization; Potency, µM (highest dose often 115 µM), inactives show at the highest dose activity change, negative = inhibition, actives largely listed as inhibitors; hit rate 0.037% among 290,000; AID 2662; active = well fitted inhibition curve with a large enough effect in the polarisation, with a control signal flat, not every such curve was filed as active; inconclusive = small, poorly fitted or top-dose-only effect, or effect the other way, or a change in a side signal; inactive = no such curve, though single readings can be large or run the other way; the % refers to the polarisation
Target sequence (Q03164 whole entry, looked up, the tested form may be a part): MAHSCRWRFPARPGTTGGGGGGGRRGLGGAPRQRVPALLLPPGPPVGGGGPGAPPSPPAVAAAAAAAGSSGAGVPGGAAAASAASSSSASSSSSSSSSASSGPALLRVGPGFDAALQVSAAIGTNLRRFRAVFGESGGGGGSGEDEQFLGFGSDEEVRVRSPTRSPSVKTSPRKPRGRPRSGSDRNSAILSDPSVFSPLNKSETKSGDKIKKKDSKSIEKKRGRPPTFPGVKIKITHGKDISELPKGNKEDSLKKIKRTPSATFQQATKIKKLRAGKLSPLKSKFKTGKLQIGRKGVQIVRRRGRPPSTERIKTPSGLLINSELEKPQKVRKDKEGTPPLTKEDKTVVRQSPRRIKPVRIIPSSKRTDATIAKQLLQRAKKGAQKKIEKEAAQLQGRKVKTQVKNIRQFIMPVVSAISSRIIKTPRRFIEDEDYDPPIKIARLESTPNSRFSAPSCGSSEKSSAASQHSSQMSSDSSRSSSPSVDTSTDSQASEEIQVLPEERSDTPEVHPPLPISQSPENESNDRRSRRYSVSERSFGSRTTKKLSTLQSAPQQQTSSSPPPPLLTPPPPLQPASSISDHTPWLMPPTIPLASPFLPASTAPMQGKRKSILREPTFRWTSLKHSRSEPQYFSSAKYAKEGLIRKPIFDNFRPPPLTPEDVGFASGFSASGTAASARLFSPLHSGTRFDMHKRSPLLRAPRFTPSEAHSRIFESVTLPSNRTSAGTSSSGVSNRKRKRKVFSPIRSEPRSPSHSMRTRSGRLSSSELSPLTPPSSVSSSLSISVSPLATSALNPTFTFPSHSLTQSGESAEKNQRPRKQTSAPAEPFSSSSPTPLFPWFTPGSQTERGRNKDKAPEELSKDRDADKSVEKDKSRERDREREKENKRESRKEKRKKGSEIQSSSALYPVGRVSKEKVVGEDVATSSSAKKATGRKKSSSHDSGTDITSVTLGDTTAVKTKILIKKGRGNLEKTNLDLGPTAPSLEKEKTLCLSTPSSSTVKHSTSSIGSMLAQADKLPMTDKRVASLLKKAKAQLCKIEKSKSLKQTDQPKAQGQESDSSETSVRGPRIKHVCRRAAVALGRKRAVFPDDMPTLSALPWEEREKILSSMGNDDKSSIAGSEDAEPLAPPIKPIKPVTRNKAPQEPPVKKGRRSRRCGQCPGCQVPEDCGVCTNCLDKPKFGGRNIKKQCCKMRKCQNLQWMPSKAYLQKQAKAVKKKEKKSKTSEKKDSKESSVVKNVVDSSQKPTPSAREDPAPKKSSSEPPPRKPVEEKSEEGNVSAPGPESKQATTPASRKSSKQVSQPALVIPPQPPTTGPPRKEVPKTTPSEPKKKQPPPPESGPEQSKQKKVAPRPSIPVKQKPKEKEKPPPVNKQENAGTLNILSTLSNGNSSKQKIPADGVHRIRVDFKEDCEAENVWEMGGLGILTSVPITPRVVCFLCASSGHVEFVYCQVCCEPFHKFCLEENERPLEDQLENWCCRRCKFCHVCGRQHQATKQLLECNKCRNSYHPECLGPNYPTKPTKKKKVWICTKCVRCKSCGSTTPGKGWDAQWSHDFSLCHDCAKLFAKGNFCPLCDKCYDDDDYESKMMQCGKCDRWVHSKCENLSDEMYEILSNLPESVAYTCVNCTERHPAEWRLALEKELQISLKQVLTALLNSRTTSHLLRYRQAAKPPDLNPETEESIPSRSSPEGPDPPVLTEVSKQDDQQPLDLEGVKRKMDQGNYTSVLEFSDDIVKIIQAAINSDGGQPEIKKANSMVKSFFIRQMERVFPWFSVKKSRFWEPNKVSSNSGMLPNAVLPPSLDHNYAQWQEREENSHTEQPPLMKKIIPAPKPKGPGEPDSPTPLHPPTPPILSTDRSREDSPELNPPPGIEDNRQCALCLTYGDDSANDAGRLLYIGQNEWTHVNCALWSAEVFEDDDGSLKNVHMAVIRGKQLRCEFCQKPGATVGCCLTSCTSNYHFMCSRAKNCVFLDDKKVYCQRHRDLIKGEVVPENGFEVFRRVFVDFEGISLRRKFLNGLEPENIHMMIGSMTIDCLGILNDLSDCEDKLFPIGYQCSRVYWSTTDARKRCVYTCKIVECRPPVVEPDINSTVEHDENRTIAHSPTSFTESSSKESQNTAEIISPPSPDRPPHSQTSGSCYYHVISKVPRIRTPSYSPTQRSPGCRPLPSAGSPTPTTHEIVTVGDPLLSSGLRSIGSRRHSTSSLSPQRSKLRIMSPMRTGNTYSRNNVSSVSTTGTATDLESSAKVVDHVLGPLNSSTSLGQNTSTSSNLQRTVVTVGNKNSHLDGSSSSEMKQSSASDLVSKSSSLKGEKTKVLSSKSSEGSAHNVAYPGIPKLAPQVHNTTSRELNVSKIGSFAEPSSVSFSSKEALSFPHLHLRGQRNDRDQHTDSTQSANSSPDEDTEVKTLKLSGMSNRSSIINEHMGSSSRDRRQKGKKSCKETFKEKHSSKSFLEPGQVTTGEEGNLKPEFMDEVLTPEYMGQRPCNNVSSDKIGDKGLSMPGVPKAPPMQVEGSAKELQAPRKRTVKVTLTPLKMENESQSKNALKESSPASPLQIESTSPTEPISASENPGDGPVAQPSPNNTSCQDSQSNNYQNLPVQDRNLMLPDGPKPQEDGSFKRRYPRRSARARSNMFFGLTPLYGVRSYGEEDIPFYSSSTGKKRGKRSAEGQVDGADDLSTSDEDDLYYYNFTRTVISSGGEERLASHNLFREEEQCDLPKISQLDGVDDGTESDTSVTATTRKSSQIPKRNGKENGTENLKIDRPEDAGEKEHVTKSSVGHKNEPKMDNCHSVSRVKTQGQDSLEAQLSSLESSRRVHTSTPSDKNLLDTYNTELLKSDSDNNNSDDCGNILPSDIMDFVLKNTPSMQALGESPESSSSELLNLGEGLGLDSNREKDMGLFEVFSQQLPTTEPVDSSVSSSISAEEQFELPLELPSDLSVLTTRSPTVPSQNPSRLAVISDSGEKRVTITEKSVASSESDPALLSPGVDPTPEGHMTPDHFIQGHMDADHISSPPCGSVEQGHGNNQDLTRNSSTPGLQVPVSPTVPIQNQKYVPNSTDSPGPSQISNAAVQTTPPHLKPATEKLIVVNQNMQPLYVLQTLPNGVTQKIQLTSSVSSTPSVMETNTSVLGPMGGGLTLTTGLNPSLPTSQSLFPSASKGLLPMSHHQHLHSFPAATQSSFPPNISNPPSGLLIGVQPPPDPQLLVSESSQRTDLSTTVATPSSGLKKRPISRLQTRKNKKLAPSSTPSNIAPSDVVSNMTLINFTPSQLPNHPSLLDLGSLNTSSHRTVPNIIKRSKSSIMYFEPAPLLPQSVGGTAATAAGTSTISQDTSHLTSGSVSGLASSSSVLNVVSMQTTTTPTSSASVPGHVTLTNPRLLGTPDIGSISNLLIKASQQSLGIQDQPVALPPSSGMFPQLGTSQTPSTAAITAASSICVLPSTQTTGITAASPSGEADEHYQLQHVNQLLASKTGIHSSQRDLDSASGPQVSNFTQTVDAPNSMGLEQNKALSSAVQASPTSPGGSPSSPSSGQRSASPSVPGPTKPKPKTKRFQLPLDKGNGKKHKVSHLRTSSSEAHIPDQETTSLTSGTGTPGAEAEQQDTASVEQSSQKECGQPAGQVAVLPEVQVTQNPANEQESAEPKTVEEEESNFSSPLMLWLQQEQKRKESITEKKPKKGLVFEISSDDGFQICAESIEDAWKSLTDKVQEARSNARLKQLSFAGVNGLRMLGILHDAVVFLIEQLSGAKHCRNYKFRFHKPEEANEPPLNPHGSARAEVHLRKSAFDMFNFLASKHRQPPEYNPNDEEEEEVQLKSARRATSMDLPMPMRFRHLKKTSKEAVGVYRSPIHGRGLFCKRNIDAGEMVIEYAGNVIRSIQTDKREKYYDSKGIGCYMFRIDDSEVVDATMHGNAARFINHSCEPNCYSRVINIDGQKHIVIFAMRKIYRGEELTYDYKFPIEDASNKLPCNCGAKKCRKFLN
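Steps: dispense CXXC domain solution (7 uM) → pin compounds or unlabeled HOX-A9 DNA control → 5 min ambient → add FLSN-HOX-A9 solution (50 nM) → spin → 30 min ambient → fluorescence polarization. Tris pH 7.5/NaCl/DTT/BSA buffer.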
FLuc modulator – counter-screen for miR-21 project: firefly luciferase inhibitors or activators; Potency, µM (titrated, usually from 57.5 µM), for inactives: at the top dose activity change, negative = inhibition, most hits filed as inhibitors; hit rate 6.9% among 360,000; purified FLuc, Km substrates, luminescence inhibition; P08659;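 note: plate controls were vehicle for no effect and reference inhibitor for full effect; nearly all actives have a fitted effect of over 55% in size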
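Purified P. pyralis luciferase, 10 nM final, with Km-level 10 uM D-luciferin and 10 uM ATP in 50 mM Tris acetate pH 7.5, 10 mM Mg acetate, 0.01% Tween-20, 0.05% BSA; 6-point qHTS titration about 60 µM downward; luminescence read.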
ELG1 genotoxic – induces genotoxicity in HEK293T cells with luciferase-tagged ELG1. HEK293T ELG1-luciferase reporter, luminescence, 16 h. Potency, µM (doses to about 46 µM), for inactives: top-dose activity change, positive = activation, usual class: activators. hit rate 1.3% among 330,000. AID 504466; note: % of control where 0% means no effect; nearly all actives have a fitted effect of over 60% in size
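HEK293T cells expressing luciferase-tagged ELG1 were treated with compound or DMSO for 16 hr at 37°C. Luciferase activity was then read after 30 min with ONE-Glo at room temperature; rising signal flags genetic stress.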
RORg inh – blocks mouse ROR gamma transcriptional activity | P51450 | Drosophila S2 Gal4-RORgamma UAS-luciferase reporter, 20 h | Potency, µM (doses to about 53.6 µM), for inactives: top-dose activity change, negative = inhibition, usual class: inhibitors | hit rate 5.4% among 310,000 | AID 2551; note: % is set by controls: 0 for no effect and ±100 for the full control effect; nearly all actives have a fitted effect of over 60% in size
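Stably transfected Drosophila Schneider cells are the test system, with ROR gamma fused to Gal4 and luciferase under UAS control; luminescence is read after 20 hr of 700 uM copper sulfate induction at ambient temperature.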
An asterisk follows results filed as active; ? = inconclusive; / = not tested or not shown; [ ] = another dose, or the depositor's remark. Unless noted, calls come from the whole dose curve; as a rule, active = well fitted curve in the direction sought with a large enough effect; inconclusive = small, poorly fitted or top-dose-only effect, or another doubt; inactive = no such curve, though single readings can be large; an effect the other way counts as inactive or inconclusive. Potency is the fitted concentration of half-maximal effect. An excerpt; count on the stated rates, not on these rows.

SMILES	MBNL1 CUG block	VP16 counter	Rab9 prom act	uPA surface inh	BRCA1 expr act	NPC1 promoter act	p53 reactivation	MLL CXXC-DNA inh	FLuc modulator	ELG1 genotoxic	RORg inh
O=C(Cc1ccc(F)cc1)Nc1c2c(nn1-c1cccc(Cl)c1)CS(=O)C2 (stereo not given)	-2.2%	3.2%	-5.3%	-1.8%	-4.6%	0.4%	-14.8%	-2.9%	0.8%	-1.1%	44.8%
O=C(NNC(=O)C12CC3CC(CC(C3)C1)C2)c1ccccc1F	1.4%	-18.2%	-0.7%	1.7%	-53.6%	-1.3%	21.9%	3.4%	-2.4%	-0.4%	-25.4%
C=CCn1c(O)c(C(CC)=Nc2ccccc2NC(=O)CC)c(=O)[nH]c1=O	4.0%	12.0%	-3.9%	/	-40.3%	13.0%	3.4%	-15.0%	0.8%	0.0%	-16.3%
CCOc1ccc(-n2c(CCc3ccccc3)n[nH]c2=S)cc1	4.0%	?	-2.2%	-2.6%	1.1%	-2.5%	0.6%	0.7%	-5.8%	1.1%	?
CC(=O)c1c(C)nn(CC(O)COc2ccc3c(c2)CCC3)c1C (stereo not given)	0.0%	-6.2%	-6.3%	-13.7%	-55.4%	-2.0%	-4.9%	11.4%	3.4%	-9.2%	?
Cc1c(C(=O)NCc2ccccc2)c(-c2ccccc2)nn1-c1ccccc1	-4.0%	0.8%	-1.5%	/	-5.4%	-1.4%	-2.0%	-2.5%	3.1%	-0.7%	?
COc1ccc(/C(O)=C2/C(=O)C(=O)N(CCCN(C)C)C2c2ccccc2)cc1OC (stereo not given)	27.1%	5.1%	-3.0%	/	-3.0%	1.9%	3.5%	0.2%	3.5%	-0.3%	0.7%
CCCS(=O)(=O)N1CCC(C(=O)N2CCOCC2)CC1	-2.0%	-2.1%	10.1%	2.0%	-14.9%	2.3%	-8.0%	6.0%	0.0%	1.4%	-0.4%
CCNc1nc(NCC)n2c(SCC(=O)NC34CC5CC(CC(C5)C3)C4)nnc2n1	/	-2.5%	?	-10.7%	-32.6%	-0.1%	-3.7%	-0.6%	1.9%	1.1%	14.4%
COc1cccc(CN2CCCC(C(=O)c3ccc4c(c3)OCO4)C2)c1OC (stereo not given)	8.3%	-4.8%	-1.0%	3.7%	-45.7%	-1.4%	0.9%	3.1%	1.6%	-6.3%	-11.3%
CCC(=O)Nc1ccc(NC(=O)CSc2nnc(C(C)C)n2C)cc1	3.3%	-13.8%	7.5%	-2.8%	6.2%	1.6%	-4.2%	-5.3%	5.7%	-3.1%	-14.2%
Cc1cccc(NC(=O)c2cc(-c3cc(C)ccc3O)n[nH]2)c1	-10.6%	-20.6%	?	-8.2%	1.58µM*	1.12µM*	11.6%	-9.4%	3.01µM*	?	-22.4%
C=CCn1c(-c2c[nH]c3ccccc23)n[nH]c1=S	-13.0%	?	-0.8%	6.2%	-8.4%	14.4%	0.0%	-4.9%	-8.2%	5.3%	2.6%[10 µM]
Cc1cc(S(=O)(=O)N2CCCCC2CCNC(=O)C(=O)NCC2CCCO2)ccc1F (stereo not given)	/	/	0.4%	0.8%	-25.3%	1.2%	-6.0%	/	0.1%	2.1%	/
O=C(COc1ccc(Cl)cc1Br)NC(=O)NCc1ccccc1	?	3.2%	-2.0%	-1.0%	33.1%	-2.0%	13.5%	0.7%	-13.8%	-0.5%	?
CN(CC(=O)Nc1ccccc1C(F)(F)F)C(=O)c1ccccc1Sc1ccccc1C#N	/	/	-1.7%	5.6%	-33.4%	-5.3%	25.2%	/	0.4%	0.4%	/
CCCCCn1c2nc3ccccc3nc2c2c(=O)n(CC3CCCO3)c(C)nc21 (stereo not given)	-0.7%	-6.8%	-2.5%	/	/	-6.1%	2.0%	18.4%	3.3%	-0.1%	-17.5%
CS(=O)(=O)N1CCN(C(=O)c2ccc(F)cc2)CC1	0.4%	-0.9%	0.0%	1.6%	1.2%	-0.6%	0.6%	0.2%	-0.3%[2.3 µM]	1.2%	-5.8%
COC(=O)c1ccc(NC(=O)CSCc2ccccc2C)cc1	-17.3%	8.0%	-3.4%	/	-49.9%	0.2%	6.1%	4.1%	?	9.5%	?
COc1ccccc1C(C)NCC(=O)NC(=O)NCc1ccco1 (stereo not given)	/	/	1.5%	-42.0%	-3.5%	-3.6%	3.4%	/	-1.2%	-0.1%	/
CCOc1ccc(NC(=O)CN(C)C(=O)c2sccc2-c2ccccc2)cc1OCC	/	/	6.0%	2.5%	-13.1%	-0.7%	5.1%	/	-0.8%	-7.5%	/
Cn1cnnc1SCc1ccc(-c2ccc(Br)cc2)o1	4.9%	?	19.7%	2.7%	25.9%	1.3%	15.8%	5.4%	?	3.2%	?
O=C(NCCC1CCCCN1S(=O)(=O)c1cccs1)C(=O)Nc1cccc(F)c1 (stereo not given)	/	/	-1.0%	-3.6%	-10.5%	1.6%	3.8%	/	-13.2%	1.0%	/
C[C@H](NC(=O)c1nc[nH]c1C(=O)NCC(=O)OC(C)(C)C)C(=O)OC(C)(C)C	0.7%	?	-5.8%	0.8%	-10.6%	-2.9%	2.5%	-4.3%	0.4%	-1.0%	12.6µM*
O=C(CCCO)NNc1c2ccccc2nc2ccccc12	?	?	-43.5%[inhibitor]	-0.3%	-25.4%	-28.6%	-3.3%	7.4%	5.4%	-1.1%	?
CC1Cc2ccccc2N1C(=O)CSc1nc2cc3c(cc2cc1C#N)OCO3 (stereo not given)	16.8%	-2.7%	-2.1%	1.3%	-4.1%	-3.3%	-39.4%[inhibitor]	7.3%	-13.0%	1.4%	10.1%
FC(F)(F)c1ccncc1-c1nnc(C2CCCCC2)o1	/	3.0%	12.5%	3.0%	-4.4%	-2.4%	-0.6%	3.0%	0.5%	0.0%	8.4%
COc1ccc(/C=C/C(=O)NC2CCCCC2C)cc1 (stereo not given)	-1.1%	-1.7%	20.2%	-0.4%	60.7%	1.5%	29.2%	-1.4%	-17.5%	-2.6%	7.5%
CCCn1c(SCC(=O)NCc2ccc3c(c2)OCO3)n[nH]c1=O	/	/	0.7%	8.2%	6.2%	-0.2%	2.6%	/	7.1%	2.5%	/
COc1ccccc1-n1nc(C)cc1N	0.1%	9.0%	-1.6%	-0.4%	9.2%	-1.4%	0.6%	4.9%	0.8%	3.8%	-6.3%
Cc1oc2c(C)c3oc(=O)c(CCC(=O)N[C@@H](CC(C)C)C(=O)O)c(C)c3cc2c1C	9.9%	-5.6%	1.9%	1.0%	-3.3%	-2.5%	-2.5%	4.0%	-1.7%	-6.8%	-39.4%
CN(C)S(=O)(=O)c1ccc(N2CCOCC2)c(C(=O)O)c1	-1.0%	-3.0%	-4.5%	2.7%	9.0%	3.3%	-3.9%	-2.4%	4.1%	1.5%	0.0%
Cc1ccc(/C=C/C(=O)O)cc1S(=O)(=O)Nc1ccc2c(c1)OCO2	-14.6%	-7.0%	-8.9%	2.3%	-1.0%	-6.1%	-4.2%	17.1%	-14.5%	1.5%	-14.6%
Cc1c(C(=O)O)sc(S(=O)(=O)N2CCNCC2)c1C(=O)O	/	-3.7%	-7.0%	/	/	1.5%	1.8%	7.4%	-0.4%	2.0%	14.7%
Cc1sc2ncnc(OCC(=O)NCc3cccs3)c2c1C	-5.7%	-1.3%	0.9%	-8.5%	-8.7%	0.2%	5.7%	-5.5%	-4.9%	1.0%	?
CCOC(=O)c1cc(-c2ccc(F)cc2)n(CC(=O)N2CCCC2)c1C	4.2%	-6.6%	-4.3%	5.7%	-24.3%	-2.7%	-0.3%	-3.2%	0.9%	-12.5%	14.3%
O=S1(=O)NC(=NC2CCCCCC2)c2ccccc21	-8.2%	16.6%	-2.6%	/	1.0%	0.3%	-1.5%	-1.7%	-8.2%	1.4%	24.3%
O=C(C1CCCN(S(=O)(=O)c2cnc[nH]2)C1)N1CCN(Cc2ccccc2)CC1 (stereo not given)	7.7%	0.4%	-6.6%	16.5%	-6.8%	-3.3%	3.8%	-0.3%	4.7%	1.3%	1.5%
O=C(CN1CCOCC1)N1N=C(c2cccs2)CC1c1cccs1 (stereo not given)	11.1%	-3.0%	8.6%	-3.6%	7.2%	-3.8%	-4.9%	-2.5%	-0.4%	0.1%	-14.5%
